Source: PubChem
GSTO1 inh = inhibitors of recombinant GSTO1, primary screen, counter-screen for RBBP9 inhibitor project, biochemical, fluorescence polarization; Glutathione S-transferase omega-1 (Homo sapiens), P78417; activity-based probe fluorescence polarization; inhibition, % at 5.96 µM; actives 1.1% (n = 300,000); AID 1974, 2009;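 active means inhibition above the campaign mean inhibition plus 3 SD, cut at about 35% in these data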;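 further: 0% = GSTO1-1 with DMSO and 100% = wells lacking GSTO1-1 enzyme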
Target sequence (P78417 whole entry, looked up): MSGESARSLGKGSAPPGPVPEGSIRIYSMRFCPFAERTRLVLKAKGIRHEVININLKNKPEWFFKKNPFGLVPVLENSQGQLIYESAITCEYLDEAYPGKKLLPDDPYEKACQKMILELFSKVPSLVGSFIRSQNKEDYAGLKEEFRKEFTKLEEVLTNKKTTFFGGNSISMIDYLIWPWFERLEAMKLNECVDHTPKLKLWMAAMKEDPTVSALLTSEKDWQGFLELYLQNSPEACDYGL
PREPL inh = PREPL enzyme inhibitors, primary screen, biochemical, fluorescence polarization; Prolyl endopeptidase-like (Homo sapiens), Q4J6C6; actives 0.68% (n = 320,000); AID 2751, 2010; recombinant PREPL, fluorescence polarization activity-based probe; inhibition, % at 5.96 µM; in the data active means inhibition above about 43%;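 further: 0% = enzyme with DMSO and 100% = wells lacking enzyme; many of its hits are not listed in these tables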
LYPLA1 counter = LYPLA1 inhibitors, primary screen, counter-screen for PME1 inhibitor project, biochemical, fluorescence polarization, FP-Rh probe ABPP | inhibition, % at 5.9 µM | recombinant LYPLA1 | actives 0.16% (n = 320,000) | Acyl-protein thioesterase 1 (Homo sapiens), O75608;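 active means inhibition above the mean of all tested compounds plus 3 SD, set per campaign, cut at about 14% in these data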;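 further: inhibitors block serine hydrolase probe labeling of LYPLA1 so polarization falls; 0% = enzyme with DMSO and 100% = wells lacking LYPLA1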
Target sequence (O75608 whole entry, looked up): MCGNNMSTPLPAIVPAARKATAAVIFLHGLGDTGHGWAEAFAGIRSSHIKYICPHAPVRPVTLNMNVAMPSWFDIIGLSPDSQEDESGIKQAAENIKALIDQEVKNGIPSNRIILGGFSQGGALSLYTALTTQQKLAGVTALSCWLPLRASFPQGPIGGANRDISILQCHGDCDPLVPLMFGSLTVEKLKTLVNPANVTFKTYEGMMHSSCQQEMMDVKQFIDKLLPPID
EBNA-1 inhibitor = EBNA-1 DNA-binding inhibitors, primary screen, biochemical, fluorescence polarization; inhibition, % at 14.8 µM; AID 1950, 2009; actives 0.34% (n = 300,000); in the data active means inhibition above about 28%
PAD4 FP inh = human PAD4 inhibitors, primary screen, biochemical, fluorescence polarization, 1536-well format. inhibition, % at 6.36 µM. recombinant PAD4, RCA probe fluorescence polarization. Protein-arginine deiminase type-4 (Homo sapiens), Q9UM07. actives 0.41% (n = 330,000);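 active means percent inhibition above a cutoff equal to the mean of all tested compounds plus 3 SD, cut at about 15% in these data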;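 further: 0% = PAD4 with RCA probe and DMSO and 100% = probe without PAD4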
LYPLA2 inh = LYPLA2 inhibitors, primary screen, counter-screen for PME1 inhibitor project, biochemical, fluorescence polarization, FP-Rh probe ABPP. Acyl-protein thioesterase 2 (Homo sapiens), O95372. recombinant LYPLA2. inhibition, % at 5.9 µM. actives 0.38% (n = 320,000). AID 2177, 2009;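 active means inhibition above the screen-wide mean plus 3 SD, limit set per campaign, cut at about 26% in these data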;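 further: 0% = LYPLA2 with DMSO and 100% = wells lacking LYPLA2 enzyme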
ZTA DNA inh = ZTA (EBV) inhibition in EBNA-1 counter-screen; P03206; ZTA-DNA binding, fluorescence polarization; inhibition, % at 11 µM; actives 0.15% (n = 320,000); AID 2234; in the data active means inhibition above about 33%
Target sequence (P03206 whole entry, looked up): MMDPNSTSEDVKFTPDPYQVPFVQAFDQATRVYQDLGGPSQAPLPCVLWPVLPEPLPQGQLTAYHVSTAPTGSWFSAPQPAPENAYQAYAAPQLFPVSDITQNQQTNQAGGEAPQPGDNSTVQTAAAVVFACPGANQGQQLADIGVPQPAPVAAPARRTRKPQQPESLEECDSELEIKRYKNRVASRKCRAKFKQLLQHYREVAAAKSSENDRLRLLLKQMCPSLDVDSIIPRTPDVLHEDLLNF
PAFAH2 inh = PAFAH2 enzyme inhibitors, primary screen, biochemical, fluorescence polarization, human | inhibition, % at 3.39 µM | AID 492956, 2010 | recombinant PAFAH2, FP-rhodamine activity probe | actives 0.99% (n = 340,000) | Platelet-activating factor acetylhydrolase 2, cytoplasmic (Homo sapiens), Q99487;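 active means inhibition above the mean over all tested compounds plus 3 SD, cut at about 30% in these data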;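 further: inhibitors block probe labeling of enzyme so polarization drops; 0% = enzyme with DMSO and 100% = wells lacking PAFAH2 protein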
PAFAH1B3 inh = PAFAH1B3 enzyme inhibitors, primary screen, biochemical, fluorescence polarization, human. Platelet-activating factor acetylhydrolase IB subunit alpha1 (Homo sapiens), Q15102. recombinant PAFAH1B3, FP-rhodamine probe. inhibition, % at 3.39 µM. actives 0.28% (n = 340,000);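 active means inhibition above the screen-wide average of all tested compounds plus 3 SD, cut at about 25% in these data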;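 further: 0% = enzyme with DMSO only and 100% = wells lacking PAFAH1B3 protein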
Target sequence (Q15102 whole entry, looked up): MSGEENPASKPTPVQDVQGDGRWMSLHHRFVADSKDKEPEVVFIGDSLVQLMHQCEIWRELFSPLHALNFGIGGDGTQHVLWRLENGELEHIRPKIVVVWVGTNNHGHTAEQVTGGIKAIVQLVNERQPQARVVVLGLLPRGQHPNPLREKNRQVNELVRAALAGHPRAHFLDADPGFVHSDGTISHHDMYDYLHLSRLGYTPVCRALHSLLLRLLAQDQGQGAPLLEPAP
Numbers without * were called inactive; x = not tested or not shown. A portion of the library (hit frequency here may not be typical).

Below each compound: GSTO1 inh, PREPL inh, LYPLA1 counter, EBNA-1 inhibitor, PAD4 FP inh, LYPLA2 inh, ZTA DNA inh, PAFAH2 inh, PAFAH1B3 inh
OC(CNCC(c1ccco1)N1CCCCC1)c1ccccc1 (configuration not stated)
 : 0, -11, 8, 4, 2, 9, -12, -7, 1
O=C(C1CCN(Cc2nc(Cc3cccc(F)c3)no2)CC1)N1CCOCC1
 : 6, 7, 0, 6, 3, -1, -13, 6, 1
O=C(Nc1nc(-c2ccc(F)cc2)cs1)c1cnccn1
 : 3, 6, -4, -11, -4, -10, -1, -18, -9
Cc1cc(C)c(C#N)c(SCC(=O)NN2CC(=O)N(c3ccccc3F)CC2=O)n1
 : 5, 4, -1, -18, 2, -1, 3, -2, 9
CC1(C)Oc2ccc3ccc(=O)oc3c2/C(=C/Nc2ccc(O)cc2)C1=O
 : 7, 15, -6, 6, 1, 1, -3, 6, 4
O=C(CSc1nc(=O)n(CCCN2CCOCC2)c2c1CCC2)Nc1ccc(F)cc1F
 : -2, -4, -1, 4, 7, -3, -2, -3, 2
O=[N+]([O-])c1ccc(N2CCCCC2)cc1N1CCOCC1
 : -2, -1, 1, 2, 2, 1, 17, 4, 9
Cc1ccc(NC(=O)CSc2n[nH]c(-c3ccncc3)n2)cc1
 : -1, -2, -2, 4, -2, 2, 7, 5, 7
CCC(C(=O)NC1CCCC1)N(C(=O)Cn1nnc(-c2ccc(C)o2)n1)c1cccc(O)c1 (configuration not stated)
 : -2, 15, 1, -22, -2, 2, 6, -4, -1
Cc1noc(C)c1CSCC(=O)Nc1cc(C(F)(F)F)ccc1N1CCCCC1
 : -5, 22, 4, -4, 7, -7, -1, 9, 8
COc1ccc(CN(C(=O)Cn2nnc(-c3ccc(C)o3)n2)C(C(=O)NCC2CCCO2)c2ccco2)cc1 (configuration not stated)
 : -4, -5, -2, 8, -3, 1, -2, -9, -4
C[C@H](CO)N1C[C@H](C)[C@@H](CN(C)C(=O)Nc2ccc3c(c2)OCO3)Oc2ccc(NC(=O)C3CCCCC3)cc2C1=O
 : x, 9, x, x, -4, x, x, 3, 1
O=C(Nc1nnc(C2COc3ccccc3O2)o1)c1ccc(F)cc1 (configuration not stated)
 : 7, 1, -4, 2, -2, -2, -2, 0, 2
CCCCn1c(N)c(N(Cc2ccccc2OC)C(=O)COc2ccccc2C#N)c(=O)[nH]c1=O
 : -5, -3, 0, 3, -3, -1, -6, 3, 3
Cn1c(N)c(C(=O)CSc2nc(N)cc(=O)[nH]2)c(=O)n(C)c1=O
 : 2, -1, -7, 10, -21, -17, 11, -3, -3
CCNC(=S)NNC(=O)C1CCCCC1
 : -1, 2, -1, 1, 3, 2, -15, 14, 5
Cc1ccccc1C(=O)N1CCC(C(=O)N2CCN(S(=O)(=O)c3ccccc3F)CC2)CC1
 : 3, -3, 2, 2, 0, 5, -1, 2, 17
COc1ccc(CNC(=O)CN(Cc2ccccc2)C(=O)CCC(=O)Nc2ccccn2)cc1
 : 3, 1, 0, 1, 6, 3, 4, 3, 5
CCN(CC)CCC(c1ccc(N(C)C)cc1)c1c(OC)cc(OC)c2c(-c3ccccc3)cc(=O)oc12 (configuration not stated)
 : 12, 30, 1, 9, 3, -3, -8, 6, -1
COc1cccc(NC(=O)CN(C)CC(=O)Nc2cccc(C(F)(F)F)c2)c1
 : 7, -20, -1, 4, 6, -1, 4, -1, 11

9 entries already listed, sorted by molecular weight, descending:
Below each compound: GSTO1 inh, PREPL inh, LYPLA1 counter, EBNA-1 inhibitor, PAD4 FP inh, LYPLA2 inh, ZTA DNA inh, PAFAH2 inh, PAFAH1B3 inh
C[C@H](CO)N1C[C@H](C)[C@@H](CN(C)C(=O)Nc2ccc3c(c2)OCO3)Oc2ccc(NC(=O)C3CCCCC3)cc2C1=O
 : x, 9, x, x, -4, x, x, 3, 1
COc1ccc(CN(C(=O)Cn2nnc(-c3ccc(C)o3)n2)C(C(=O)NCC2CCCO2)c2ccco2)cc1 (configuration not stated)
 : -4, -5, -2, 8, -3, 1, -2, -9, -4
CCCCn1c(N)c(N(Cc2ccccc2OC)C(=O)COc2ccccc2C#N)c(=O)[nH]c1=O
 : -5, -3, 0, 3, -3, -1, -6, 3, 3
O=C(CSc1nc(=O)n(CCCN2CCOCC2)c2c1CCC2)Nc1ccc(F)cc1F
 : -2, -4, -1, 4, 7, -3, -2, -3, 2
COc1ccc(CNC(=O)CN(Cc2ccccc2)C(=O)CCC(=O)Nc2ccccn2)cc1
 : 3, 1, 0, 1, 6, 3, 4, 3, 5
CCC(C(=O)NC1CCCC1)N(C(=O)Cn1nnc(-c2ccc(C)o2)n1)c1cccc(O)c1 (configuration not stated)
 : -2, 15, 1, -22, -2, 2, 6, -4, -1
Cc1noc(C)c1CSCC(=O)Nc1cc(C(F)(F)F)ccc1N1CCCCC1
 : -5, 22, 4, -4, 7, -7, -1, 9, 8
Cc1ccc(NC(=O)CSc2n[nH]c(-c3ccncc3)n2)cc1
 : -1, -2, -2, 4, -2, 2, 7, 5, 7
O=[N+]([O-])c1ccc(N2CCCCC2)cc1N1CCOCC1
 : -2, -1, 1, 2, 2, 1, 17, 4, 9

More entries
Below each compound: GSTO1 inh, PREPL inh, LYPLA1 counter, EBNA-1 inhibitor, PAD4 FP inh, LYPLA2 inh, ZTA DNA inh, PAFAH2 inh, PAFAH1B3 inh
N#Cc1c(-c2ccccc2)cc(-c2ccc3c(c2)OCO3)[nH]c1=O
 : x, 1, 1, x, 2, 4, 8, 5, 10
N#Cc1c2ccc([N+](=O)[O-])cc2[n+]([O-])n1-c1ccccc1
 : x, 2, 4, x, -36, 4, 14, 3, 6
CCC(c1nnnn1C(C)(C)CC)N1CCN(c2ccccc2F)CC1 (configuration not stated)
 : 4, 9, 0, -5, -4, -5, 5, 10, 12
O=C(/C=C/c1cccc(Cl)c1)NCCCN1CCOCC1
 : 1, 12, 2, 8, -1, 0, -14, 1, -2
CC(C(=O)NC1C=CS(=O)(=O)C1)N1C(=O)/C(=C/c2cccc(Cl)c2)SC1=S (configuration not stated)
 : -7, 12, -1, -9, -10, 3, -13, 6, 14
CCOCc1cc(CN2CCCC(CNC(=O)c3ccco3)C2)ccc1OC (configuration not stated)
 : 4, 11, 4, -3, 7, -2, -12, -7, 8
CCOc1ccc(N=C(NC#N)SC)cc1
 : 2, 3, -1, -5, -1, 0, 7, -7, 2
CCOC(=O)C1CCN(S(=O)(=O)c2ccc(OC)c(Cl)c2)CC1
 : -15, 12, 0, -7, -8, -1, -4, 4, 5
O=C(CC1CS(=O)(=O)CC1CC(=O)Nc1ccc2c(c1)OCCO2)Nc1ccc2c(c1)OCCO2 (configuration not stated)
 : 3, 17, 1, -17, -3, -1, 1, 3, 5
CC1Cc2ccccc2N1S(=O)(=O)c1cccc(C(=O)NNC(=O)c2ccccc2F)c1 (configuration not stated)
 : x, 11, -1, x, 2, -3, -2, 7, 5
O=C1NC(=O)/C(=C\c2ccsc2)N1
 : 0, 8, 0, -8, 3, -2, 5, 5, 4
CC1CCCN(CCCNC(=O)c2nn(C)c3c2CS(=O)(=O)c2ccccc2-3)C1 (configuration not stated)
 : 0, 10, 3, -2, -1, 10, 3, 13, 5
O=C(CC(c1ccccc1)c1ccccc1)NCC1CCCO1 (configuration not stated)
 : -6, 16, 0, 3, -5, 0, 11, 8, 1
Cc1ccc(NS(=O)(=O)c2ccc3c(c2)NC(=O)C(C)C(=O)N3)c(Br)c1 (configuration not stated)
 : 3, -3, -2, -10, -2, 8, -7, 3, 5
CC(C)NC(=O)C1CCN(C2CCN(C(=O)Cc3ccc4c(c3)OCO4)CC2)CC1
 : -10, 7, 4, -1, -4, 6, -21, 1, 3
Cc1noc(C)c1COc1ccc(C(=O)N2CCN(c3ccccc3O)CC2)cc1
 : x, 2, 4, x, 0, 10, -9, -2, 7
O=C(OCC(=O)N1CCCCC1)c1cccs1
 : x, 27, x, x, 1, x, x, 10, 6
O=C1OCCC1Sc1nc2cc(Cl)ccc2s1 (configuration not stated)
 : -4, 1, 1, 3, 0, 10, -4, -1, 6
CC(=O)C1=C(O)CCC1=N
 : -1, -3, 2, 2, 4, -2, 17, 4, 6
C/C=C(/C)C(=O)OC1c2c(ccc3ccc(=O)oc23)OC(C)(C)C1OC(C)=O (configuration not stated)
 : -2, -2, -2, 6, 0, -1, 11, 12, 3

Continued.
Below each compound: GSTO1 inh, PREPL inh, LYPLA1 counter, EBNA-1 inhibitor, PAD4 FP inh, LYPLA2 inh, ZTA DNA inh, PAFAH2 inh, PAFAH1B3 inh
Cc1ccc(S(=O)(=O)N(C)C)cc1NC(=S)NC1CCCC(C)C1C (configuration not stated)
 : -6, -1, -1, -8, -3, -6, -13, 13, 6
CC1(C)CC(=O)C2=C(C1)OC(N)=C(C#N)C2C1C=CCCC1 (configuration not stated)
 : 2, 8, -1, -2, 1, 2, 4, 6, 5
COc1cc2c(cc1OC)CN(C(=O)Nc1ccccc1Cl)CC2
 : -1, 7, -2, 5, 3, -2, -3, -7, 8
CS(=O)(=O)N(CCc1ccccc1)CC(=O)Nc1ccccc1
 : 5, -9, 4, -6, 1, 6, 5, -3, 0
Cc1cccc(NC(=O)C2CCN(S(=O)(=O)c3c(C)[nH]c(=O)[nH]c3=O)CC2)c1
 : 1, -8, -4, 8, -2, -5, 0, -3, 4
Cn1c(=O)c2c(nc(NCc3ccco3)n2CC(O)CO)n(C)c1=O (configuration not stated)
 : 1, 5, 1, 1, 0, 2, 20, -1, -3
Cc1cc(S(=O)(=O)N2CCOCC2)ccc1OCC(=O)Nc1ccccc1F
 : -5, 18, 1, -5, -8, 1, 3, -13, 1
COc1ccc2sc(-c3ccccc3OC)c(-c3ccc4c(c3)OCCO4)c2c1
 : x, 12, 5, x, 0, 6, -23, -8, 5
COc1ccc(CNS(=O)(=O)c2cc3c(cc2Cl)NC(=O)CO3)cc1
 : 2, -7, 0, 9, 6, 1, 5, 5, -10
Cc1cc(C)cc(OCCNS(=O)(=O)c2cccs2)c1
 : 6, 6, 0, 9, -4, 4, -12, 8, 4
O=C(CN1c2ccccc2S(=O)(=O)c2ccccc21)Nc1ccccc1F
 : 2, 13, -4, 8, 0, -6, 6, -7, 6
COCCCNCC(=O)Nc1sc(C)c(C)c1C(=O)OC
 : -1, 0, 6, 8, 1, 6, -1, 8, 3
Cc1ccccc1NC(=O)Nc1ccc(C(F)(F)F)cc1
 : 3, -3, -7, 6, 3, -6, 6, 3, 0
Cc1ccc(OCCC(=O)OCC(=O)N2CCN(S(=O)(=O)c3ccc(C)cc3)CC2)cc1
 : 3, 8, 0, 1, 0, -3, 4, 4, 2
COc1cccc(NC(=S)NNC(=O)CCn2cc([N+](=O)[O-])cn2)c1
 : 4, 0, -1, 11, -2, -2, -3, x, x
Fc1cccc(Cn2cc(C(=S)N3CCCCC3)c3ccccc32)c1
 : -1, 19, -1, -4, -1, -2, -6, 0, 8
CCOC(=O)C[C@H]1c2cc(C(F)(F)F)ccc2S(=O)(=O)N1C(C)C
 : 5, 5, 3, 3, 0, -1, 17, 8, 10
